Screening data deposited in PubChem BioAssay by National Center for Advancing Translational Sciences (NCATS).
Tau fluor cs – counter-screen for tau fibril formation inhibitors; Potency, µM (titrated, usually from 57.7 µM), for inactives: at the highest dose activity change, negative = decrease; actives 0.93% (n = 280,000); tau K18 P301L Alexa594 fluorescence, heparin fibrillization; also: nearly all actives have a fitted effect of over 55% in size
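Human K18 P301L tau (15 uM unlabeled plus 0.24 uM Alexa 594-labeled, final) in 100 mM sodium acetate pH 7 was mixed with compound and 20 uM heparin and incubated 6 hr at 37 C.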
ALDH1A1 block – ALDH1A1 (human) enzyme inhibition; Purified ALDH1A1, NADH fluorescence, propionaldehyde substrate; Potency, µM (highest dose often 75.3 µM), without a hit: at the top dose activity, negative = inhibition, hits mostly inhibitors; actives 7.3% (n = 220,000); AID 1030; active = well fitted inhibition curve with a large enough effect, not every such curve was filed as active; inconclusive = small, poorly fitted or top-dose-only effect, or another doubt; inactive = no such curve, though single readings can be large or run the other way;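 also: plate controls were no enzyme wells and a reference inhibitor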
Target sequence (P00352 whole entry, looked up): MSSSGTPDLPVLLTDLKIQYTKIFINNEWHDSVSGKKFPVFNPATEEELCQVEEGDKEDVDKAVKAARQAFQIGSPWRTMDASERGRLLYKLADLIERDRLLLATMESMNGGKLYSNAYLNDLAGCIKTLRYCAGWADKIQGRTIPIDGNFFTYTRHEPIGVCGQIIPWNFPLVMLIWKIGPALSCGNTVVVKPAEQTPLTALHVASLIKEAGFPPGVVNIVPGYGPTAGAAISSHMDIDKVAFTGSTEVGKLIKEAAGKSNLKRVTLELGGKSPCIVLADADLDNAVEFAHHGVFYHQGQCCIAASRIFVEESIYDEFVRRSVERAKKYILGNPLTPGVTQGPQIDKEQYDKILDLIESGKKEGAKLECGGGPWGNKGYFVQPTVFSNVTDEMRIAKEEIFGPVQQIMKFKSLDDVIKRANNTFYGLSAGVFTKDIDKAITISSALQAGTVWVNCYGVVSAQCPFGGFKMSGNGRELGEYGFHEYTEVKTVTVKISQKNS
aGal spleen mod – inhibitors or activators of human alpha-galactosidase in spleen homogenate; human spleen homogenate, 4MU-alpha-Gal fluorescence, 40 min; Potency, µM (series often up to 80 µM), without a hit: top-dose activity change, negative = inhibition, usual class: inhibitors; actives 0.008% (n = 240,000);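 also: 0% = enzyme with vehicle and -100% = no enzyme basal signal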
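Spleen homogenate 1 ug + cpd (titration) + 4-MU-alpha-D-galactopyranoside 1 mM; 37C 40 min; 50 mM citrate/phosphate pH 5.0, 0.01% Tween-20; stop pH 10; fluorescence 365/440; AC50 via Hill.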
TRb-SRC2 inh – disrupts binding of human TR beta to SRC2 | P10828 | TRbeta-SRC2 peptide binding, fluorescence polarization; receptor liganded with 1 µM T3 | Potency, µM (highest dose often 106 µM), for inactives: at the top dose activity change, negative = inhibition, most hits filed as inhibitors | actives 0.065% (n = 280,000) | AID 1469;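 also: plate controls were bound peptide for no effect and peptide without receptor for full effect; nearly all actives have a fitted effect of over 50% in size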
Target sequence (P10828 whole entry, looked up): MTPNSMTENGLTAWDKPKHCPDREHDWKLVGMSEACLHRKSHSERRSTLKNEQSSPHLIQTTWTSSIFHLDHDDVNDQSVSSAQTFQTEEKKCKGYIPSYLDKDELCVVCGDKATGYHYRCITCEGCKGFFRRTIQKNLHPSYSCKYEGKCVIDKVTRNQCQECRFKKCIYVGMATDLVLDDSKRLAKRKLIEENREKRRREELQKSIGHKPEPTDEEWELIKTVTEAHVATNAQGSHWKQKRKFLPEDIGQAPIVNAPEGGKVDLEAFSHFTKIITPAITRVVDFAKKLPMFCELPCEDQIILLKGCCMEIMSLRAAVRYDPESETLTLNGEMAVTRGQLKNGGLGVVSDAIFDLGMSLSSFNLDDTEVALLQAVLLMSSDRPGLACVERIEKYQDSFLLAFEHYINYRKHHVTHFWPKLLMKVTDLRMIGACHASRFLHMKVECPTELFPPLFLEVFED
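Fluorescence polarization of 20 nM Texas Red SRC2 peptide (20-aa NR interaction domain) bound to 0.6 uM human TRb ligand-binding domain, with 1 uM T3, after 5 hr at ambient temperature; inhibition seen as decreased polarization.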
Tau FP inhib – inhibitors of human tau fibril formation; AID 1468; actives 0.39% (n = 280,000); Potency, µM (top dose mostly 57.7 µM), for the others: at the top dose activity, negative = inhibition, usual class: inhibitors; K18 P301L tau heparin fibrillization, Alexa594 FP, 6 h; also: nearly all actives have a fitted effect of over 55% in size
Target sequence (P10636 561-689 P618L limits assumed): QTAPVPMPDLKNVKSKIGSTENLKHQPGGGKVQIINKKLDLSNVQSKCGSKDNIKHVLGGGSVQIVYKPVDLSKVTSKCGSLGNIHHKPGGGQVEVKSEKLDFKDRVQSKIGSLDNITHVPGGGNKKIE
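Human tau K18 […] P301L fragment, 15 uM unlabeled plus 0.24 uM Alexa 594-labeled tau (final), with compound and 20 uM heparin in 100 mM sodium acetate pH 7; 6 hr at 37 C, then Alexa 594 FP read.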
Tau fibril ThT – blocks human tau fibril formation measured by thioflavin T. Potency, µM (doses to about 57.4 µM), for inactives: at the highest dose activity, negative = inhibition, usual class: inhibitors. AID 1460. actives 2.1% (n = 270,000). recombinant tau K18 P301L (four-repeat tau fragment), heparin-induced fibrillization, ThT fluorescence; also: nearly all actives have a fitted effect of over 55% in size
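K18 P301L tau (15 uM + 0.24 uM Alexa 594-tagged), heparin 20 uM, NaOAc pH 7, 6 h 37 C; ThT 30 uM, 1 h RT, ex 450/em 510 nm.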
L3MBTL1 block – L3MBTL1 (human) inhibition. actives 0.66% (n = 230,000). AlphaScreen L3MBTL1–H3K9me1 peptide binding. Potency, µM (doses to about 57.1 µM), for inactives: top-dose activity, negative = inhibition, actives largely listed as inhibitors. Q9Y468; also: nearly all actives have a fitted effect of over 60% in size
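L3MBTL1 50 nM + b-AHA-H3(1-15)K9me1 75 nM, 30 min RT; compound added, 30 min RT; streptavidin donor/Ni-chelate acceptor beads 10 ug/mL each final, 30 min RT dark; AlphaScreen read.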
TexasRed fluor – alters Texas Red total fluorescence, flagging assay interference. Potency, µM (top dose mostly 106 µM), without a hit: at the highest dose fluorescence change, negative = quenching. AID 1479. actives 0.29% (n = 280,000). TRb/SRC2 Texas Red total fluorescence interference; active = well fitted curve in either direction with a large enough effect; inconclusive = small, poorly fitted or top-dose-only effect
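Human TRb ligand-binding domain at 0.6 uM with 20 nM Texas Red SRC2 peptide in Tris buffer containing 1 uM T3 and 5% DMSO, incubated with compound 5 h at ambient temperature. Total fluorescence (555/632 nm) calculated as parallel + 2 × perpendicular.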
The depositor's hits bear a star; ? = inconclusive; . = no result given; & = joins results of further samples; [ ] = remark or other dose. Unless noted, calls follow the shape of the dose curve; as a rule, active = well fitted curve in the direction sought with a large enough effect; inconclusive = small, poorly fitted or top-dose-only effect, or another doubt; inactive = no such curve, though single readings can be large; an effect the other way counts as inactive or inconclusive. Unless noted, % is scaled to controls: 0 for no effect and ±100 for the full control effect; potency is read from the fitted curve at half-maximal effect.

Every second line gives: Tau fluor cs, ALDH1A1 block, aGal spleen mod, TRb-SRC2 inh, Tau FP inhib, Tau fibril ThT, L3MBTL1 block, TexasRed fluor
CCOC(=O)c1c(NC(=O)c2ccno2)c2cc([N+](=O)[O-])ccc2n1C
  -4%, 2%, -3%, -8%, -7%, 6%, -3%, 1%
CC1CCN(S(=O)(=O)c2ccc3c(c2)c(=O)c(C(=O)NCc2ccc(Cl)cc2)cn3C)CC1
  -26%, ., ., -4%, -14%, 17%, ., -2%
O=C(c1ccccc1)C(CCC(CN1CCOCC1)C(=O)c1ccccc1)CN1CCOCC1 (centres undefined)
  0%, ?, 6%, -7%, 3%, ?, -8%, -3%
C=CCn1c(Cc2cccs2)nnc1SCC(=O)Nc1ccc(OC)cc1
  -7%, -9%, 0%, -3%, 7%, -7%, 2%, 2%
COc1ccc(OC)c(S(=O)(=O)N2CCC(C(=O)NCc3ccccc3)CC2)c1
  -11%, ?, -4%, -2%, 1%, -11%, 0%, -7%
CCCN1Cc2cccc(C(=O)Nc3cc(OC)cc(OC)c3)c2C1=O
  -9%, ?, -11%, -13%, 6%, 2%, -7%, 2%
CCc1ccc(CN(C)C(=O)CCc2nc3ccccc3n(-c3ccc(OC)cc3)c2=O)cc1
  -3%, ?, -1%, 8%, 1%, -14%, 4%, 7%
O=C(C1CC(=O)N(C2CCCCC2)C1)N1CCc2ccccc21 (centres undefined)
  -15%, -13%, 8%, -4%, 4%, -16%, ., -1%
CCOC(=O)CCCNC(=O)COC(=O)/C=C/c1ccc2c(c1)OCO2
  14%, ?, 12%, 4%, 9%, 4%, -4%, 0%
CCN(CC)CCC(=O)c1ccc(F)cc1
  -7%, 1.1µM*, 4%, 6%[53 µM], 4%, ?, 6%, 1%[53 µM]
O=C(C1CCCCC1)N(Cc1nc2sc3c(c2c(=O)[nH]1)CCCC3)Cc1cccs1
  -10%, ?, -3%, -3%, -2%, -21%, -8%, -2%
CCOC(=O)c1ccc(COC(=O)CCc2nc(-c3ccccc3)c(-c3ccccc3)o2)cc1
  -18%, ?, -4%, -6%, 11%, -10%, ., -5%
CCCCN(CCCC)CCCNC(=O)c1ccc2nc(N3CCCCC3)sc2c1
  -10%, ., ., 5%, 0%, 0%, ., 1%
CCn1c(=O)sc2cc(NC(=O)c3cccc(OC)c3)ccc21
  -26%, ., ., -5%, 6%, ?, ., -1%
Cn1c(=O)c2c(nc(CN3CCN(c4ccccc4)CC3)n2Cc2c(F)cccc2Cl)n(C)c1=O
  -14%, -10%, 5%, -14%, -6%, ?, -2%, -4%
Cc1ccc(-n2nnnc2SCC(=O)N2CCCCC2)cc1
  -12%, -1%, -2%, 4%, -2%, -7%, ., 1%
O=C(NCc1ccccc1)[C@@H]1CSC2c3ccccc3C(=O)N21 (some centres undefined)
  -5%, -4%, -1%, -1%, -4%, -22%, ., -1%
CCOC(=O)C1=C(CC)Nc2ccccc2N=C1NC(=O)c1cccc(S(=O)(=O)N2CCCC2)c1
  -11%, ?, 13%, 3%, -14%, -1%, -5%, -7%
Cc1cccc(C(=O)N2CCNC(=O)C2CC(=O)Nc2ccc(F)cc2)c1 (centres undefined)
  -6%, ., ., 6%, -4%, -8%, ., 4%
CCn1c2ccccc2c2cc(NC(=O)C(=O)NCC3CCCO3)ccc21 (centres undefined)
  ?, -6%, -4%, 2%, -2%, -15%, -2%, 0%
C=CCn1c(SCC(=O)N(C)C)nc2cc(C(=O)O)ccc2c1=O
  3%, ?, -6%, -3%, -3%, 0%, 16%, -2%
CCC(=O)Nc1cc2nn(-c3ccccc3)nc2cc1Cl
  2%, ?, -4%, 4%, 3%, -3%, 26%, -3%
O=C(Cn1c(SCCOc2ccccc2Cl)nc2ccccc21)N1CCCCC1
  -15%, ., ., -2%, -4%, -17%, ., -2%
Cc1c(C(=O)Nc2cccc(Cl)c2)c2ccccn2c1CCc1ccncc1
  -26%, ?, 19%, -22%, 8%, ?, 6%, 10%
COC(=O)C1=C(C)N(Cc2ccccc2)C2=C3C(=O)N(C)C(=O)C3[C@@](O)(C(=O)OC)C(=O)N2C1c1ccccc1 (some centres undefined)
  -20%&-8%[11.6 µM], 11%&6%[13.5 µM], 0%&9%[17.5 µM], -3%&1%[11.2 µM], 0%&3%[11.6 µM], -21%&-11%[11.5 µM], ., 3%&-3%[11.2 µM]
Cc1ccc(S(=O)(=O)Nc2cc3c(cc2N2CCOCC2)n(C)c(=O)n3C)c(C)c1
  -15%, ., ., -1%, -10%, -10%, ., -1%
CC(C)Oc1ccc(/C(O)=C2/C(=O)C(=O)N(Cc3cccnc3)C2c2ccco2)cc1 (centres undefined)
  3%, 3%, 4%, 4%, 0%, -4%, 5%, 1%
COc1ccc(-c2nc3ccccc3s2)cc1NC(=O)c1cc(OC)c(OC)c(OC)c1
  -12%, ., ., -4%, -5%, -9%, ., -27%
COc1ccc(S(=O)(=O)N(C)CC(=O)N2CCC(C)CC2)cc1Cl
  1%, -5%, 2%, -10%, 5%, 4%, 21%[11.4 µM], 1%
COc1ccc(CSCCN)cc1Cl
  -2%, 3%, -2%, 9%, -1%, -3%, -3%, 0%
COc1ccc(OC)c(C(=O)CSc2nnc(-c3cccs3)o2)c1
  -11%, ?, -4%, 1%, -9%, ?, -7%, 2%
COCCCn1c(CCC(=O)O)ccc1-c1cccs1
  -11%, ?, 15%, -3%, -7%, ?, -7%, -5%
O=C(CSc1nc(CCC2CCCC2)nc2ccccc12)NCc1ccc2c(c1)OCO2
  -7%, 0%, 0%, -8%, 0%, -10%, 17%, 1%
CCOC(=O)Cn1nnnc1CN(Cc1cccs1)Cc1cc2cc(C)ccc2[nH]c1=O
  -19%, 16µM*, -4%, 7%, -7%, -12%, ., -1%
COc1cc(/C=N\NC(=O)c2ccc(Cl)cc2)ccc1Oc1ccc([N+](=O)[O-])cn1
  4%, ., 4%, 3%, -2%, 1%, 0%, -2%
CC(C)COC(=O)NCCCOC(=O)Nc1ccccc1
  -10%, 22µM*, 0%, 12%, 3%, -8%, 6%, -2%
CCOC(=O)Nc1ccc2c(c1)N(C(=O)N(CC)CC)c1ccccc1CC2
  -14%, 2%, -2%, 4%, 1%, -13%, 1%, -3%
O=C(CSc1ncn(-c2ccccc2)n1)Nc1nc(-c2ccccc2)cs1
  -27%, 3%, 7%, -4%, ?, 1%, 6%, 0%
CCCc1nn2c(=O)cc(COC(=O)c3ccco3)nc2s1
  -7%, ., ., 0%, 0%, -14%, ., -13%
O=C(Nc1c2c(nn1-c1ccc(Cl)cc1)CS(=O)(=O)C2)c1cccc(Cl)c1
  -27%, ., ., 8%, -8%, -12%, ., -1%

Some of the entries so far, bar-delimited:
Molecule | Tau fluor cs | ALDH1A1 block | aGal spleen mod | TRb-SRC2 inh | Tau FP inhib | Tau fibril ThT | L3MBTL1 block | TexasRed fluor
O=C(CSc1ncn(-c2ccccc2)n1)Nc1nc(-c2ccccc2)cs1 | -27% | 3% | 7% | -4% | ? | 1% | 6% | 0%
CCOC(=O)Cn1nnnc1CN(Cc1cccs1)Cc1cc2cc(C)ccc2[nH]c1=O | -19% | 16µM* | -4% | 7% | -7% | -12% | . | -1%
CCCc1nn2c(=O)cc(COC(=O)c3ccco3)nc2s1 | -7% | . | . | 0% | 0% | -14% | . | -13%

Next section:
Every second line gives: Tau fluor cs, ALDH1A1 block, aGal spleen mod, TRb-SRC2 inh, Tau FP inhib, Tau fibril ThT, L3MBTL1 block, TexasRed fluor
COc1ccccc1NC(=O)CCN1CC(C)OC(C)C1 (centres undefined)
  2%, 4%, -3%, 5%, 11%, 3%, 4%, -7%
CCOC(=O)C1(CCCc2ccccc2)CCN(C(=O)COC)CC1
  3%, ., 3%, 3%, -15%, 4%, -2%, -1%
O=C(Nc1nc(COc2ccccc2)cs1)C12CC3CC(CC(C3)C1)C2
  -27%, -9%, -5%, 1%, 3%, -18%, ., -6%
Cc1ccc(S(=O)(=O)/N=C(\Sc2ccccc2)c2ccccc2)cc1
  -6%, ?, 3%, -6%, ?, ?, 14%, -3%
COc1ccc(-n2cnnc2SCc2csc(-c3ccccc3)n2)cc1
  -5%, -2%, 3%, -2%, 5%, -6%, 6%, 1%
Clc1ccccc1CNc1nc2ccccc2n2cnnc12
  -12%, ., -13%, 7%, 5%, 6%, 3%, -5%
O=c1[nH]c(/C(Cl)=C/c2cccc(F)c2)nc2cc(C(F)(F)F)ccc12
  -4%, -10%, 8%, 0%, 2%, 6%, 5%, -2%
CN1CCC(Oc2ccc(Sc3ccccc3)cc2)CC1
  0%, -10%, -4%, -1%, 2%, -2%, -9%, -2%
C=CCCN([C@@H](C)C(=O)OC)S(=O)(=O)c1ccccc1Br
  -5%, ., 3%, 6%, 5%, 1%, ., -1%
CCc1ccccc1OCCCOc1ccc(OC)cc1
  -21%, 5%, -4%, -5%, -2%, ?, 150%[activator], -3%
O=C(Cc1ccccc1)NNC1CC(=O)N(c2ccc(Br)cc2)C1=O (centres undefined)
  10%, 4%, -2%, -12%, 13%, 6%, 3%, 3%
CC(C)NC(=O)CN1C(=O)c2ccccc2S1(=O)=O
  4%, -3%, -1%, -6%, 8%, 1%, 5%, -6%
CCCCCCCc1nc2sc3c(c2c(=O)n1N)CC(C)(C)OC3
  2%, ., 3%, 2%, -2%, 4%, 13%, 1%
CCOC(=O)c1c(NC(=O)Cn2cnc3sc(C)c(-c4ccccc4)c3c2=O)sc(C)c1C
  -2%, ?, 0%, -5%, 3%, -1%, -13%, 4%
Cn1nc(-c2ccc(Cl)cc2)cc1NC(=O)Nc1ccccc1
  ?, 7%, -3%, -2%, ?, 14%, 0%, -2%
Cc1cc(NS(=O)(=O)c2ccc(NC(=O)COc3c(C)cc(Br)cc3C)cc2)no1
  -1%, ., ., 6%, 6%, -12%, ., 6%
COc1ccc(CCNC(=O)CSc2nc(O)c(C(C)C)c(=O)[nH]2)cc1OC
  -2%, 1%, 6%, -21%, ?, -13%, 0%, 0%
Cc1ccc(C(=O)NC(=S)NNS(=O)(=O)c2ccccc2)cc1
  -14%, -14%, 4%, -1%, 7%, -18%, -5%, -2%
CCCC(c1nnnn1CS(=O)(=O)c1ccc(C)cc1)N1CCN(CC)CC1 (centres undefined)
  1%, 6%, -10%, 3%[53 µM], -5%, 0%, -3%, -1%[53 µM]

No enrichment for hits. Share with any hit: about 8.5%.
